HCV inhibitor – qHTS Assay for Inhibitors of Hepatitis C Virus (HCV). AID 651820, 2012. 340,000 compounds, 3.4% hits. Potency, µM (titrated, usually from 41.8 µM), for the others: top-dose activity change, negative = inhibition, actives largely listed as inhibitors. Huh7.5.1 HCVcc-Cre infection, luciferase reporter, 44 h; also: potency is read from the fitted curve at half-maximal effect; % is scaled to controls: 0 for no effect and ±100 for the full control effect
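Cells (1,000/well) were plated 4 h before compound, then infected with HCVcc-Cre virus (~0.5 moi). After 44 h further culture, infection was read as luciferase luminescence following a 15 min substrate incubation at room temperature.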
LmPK inh – qHTS Assay for Inhibitors of Leishmania Mexicana Pyruvate Kinase (LmPK). Q27686. purified LmPK, Kinase-Glo ATP luminescence, 1 h. Potency, µM (series often up to 57.5 µM), for the others: top-dose activity change, negative = inhibition, hits mostly inhibitors. 290,000 compounds, 0.37% hits. AID 1721, 2009; also: potency is read from the fitted curve at half-maximal effect; % is scaled to controls: 0 for no effect and ±100 for the full control effect
Target sequence (Q27686 whole entry, looked up): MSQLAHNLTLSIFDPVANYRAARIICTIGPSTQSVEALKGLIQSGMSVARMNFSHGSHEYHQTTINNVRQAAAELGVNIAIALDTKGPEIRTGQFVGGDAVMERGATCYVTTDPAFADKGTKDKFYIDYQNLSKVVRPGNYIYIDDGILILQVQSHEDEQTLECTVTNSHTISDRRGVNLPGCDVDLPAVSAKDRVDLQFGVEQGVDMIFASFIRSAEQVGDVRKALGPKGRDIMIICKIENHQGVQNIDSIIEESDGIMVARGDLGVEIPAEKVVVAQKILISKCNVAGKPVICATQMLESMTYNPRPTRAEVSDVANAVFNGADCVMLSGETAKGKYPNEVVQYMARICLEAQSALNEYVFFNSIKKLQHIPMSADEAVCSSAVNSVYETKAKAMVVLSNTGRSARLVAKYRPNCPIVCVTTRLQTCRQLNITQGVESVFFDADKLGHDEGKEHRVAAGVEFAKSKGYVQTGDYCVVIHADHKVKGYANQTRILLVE
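0.1 nM LmPK, 0.5 mM PEP, 0.1 mM ADP; 50 mM imidazole pH 7.2, 7 mM MgCl2, 50 mM KCl; 1 h RT. Kinase-Glo luminescence readout, normalized to no-enzyme (full inhibition) and uninhibited wells.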
Cycloheximide cs – Cycloheximide Counterscreen for Small Molecule Inhibitors of Shiga Toxin | cell reporter, cycloheximide protein synthesis inhibition counterscreen | max response, % | 300,000 compounds, 12% hits; in the data active = max response mostly above about 13%, no sharp cut-off; inactive = mostly below about 14%; also: read at 38.3 µM for the half of the compounds with a filed dose; 0% is about no effect
Pf growth 96h – Primary qHTS for delayed death inhibitors of the malarial parasite plastid, 96 hour incubation. 320,000 compounds, 6.9% hits. P. falciparum luciferase reporter growth, 96 h. AID 504834, 2011. Potency, µM (doses to about 28.7 µM), inactives show at the highest dose activity change, negative = inhibition, usual class: inhibitors; also: potency is read from the fitted curve at half-maximal effect; % is scaled to controls: 0 for no effect and ±100 for the full control effect
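Erythrocytes infected with luciferase-expressing P. falciparum were dispensed at 2% hematocrit and 0.05% parasitemia (final), then incubated with compounds 96 hours at 37 C in 5% CO2. Luminescence after detection reagent addition reported growth.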
Pf growth 48h – Primary qHTS for delayed death inhibitors of the malarial parasite plastid, 48 hour incubation | P. falciparum luciferase growth in erythrocytes, 48 h | Potency, µM (highest dose often 28.7 µM), inactives show at the top dose activity change, negative = inhibition, actives largely listed as inhibitors | 310,000 compounds, 5.9% hits | AID 504832, 2011; also: potency is read from the fitted curve at half-maximal effect; % is scaled to controls: 0 for no effect and ±100 for the full control effect
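Luminescence readout; reporter = integrated firefly luciferase in P. falciparum. RBC culture at 2% hematocrit, 0.1% parasitemia final, 37 C/5% CO2; decreased signal taken as growth inhibition.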
TbPYK inhibitor – qHTS of Trypanosoma Brucei Inhibitors | pyruvate kinase (Trypanosoma brucei), Q57TT1 | 410,000 compounds, 0.12% hits | Potency, µM (series often up to 76.8 µM), without a hit: at the highest dose activity, negative = inhibition, usual class: inhibitors | TbPYK enzyme, Kinase-Glo Plus ATP luminescence, 45 min | AID 624173, 2012; also: potency is read from the fitted curve at half-maximal effect; % is scaled to controls: 0 for no effect and ±100 for the full control effect; nearly all actives have a fitted effect of over 50% in size
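Glycolytic pyruvate kinase of T. brucei was incubated with substrate, test compound and 130 uM ADP for 45 minutes at room temperature. Luminescent Kinase-Glo Plus signal was measured after 10 minutes.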
Shiga inhibitor – A qHTS for Small Molecule Inhibitors of Shiga Toxin | 290,000 compounds, 9.2% hits | inhibition, % at 38.7 µM | AID 2315, 2010 | Vero cells, Shiga toxin protein synthesis inhibition reporter; in the data active = inhibition mostly above about 28%, no sharp cut-off; inactive = mostly below about 43%; also: 0% is about no effect
An asterisk follows results filed as active; ? = inconclusive; nt = no result given; [ ] = remark or other dose. Unless noted, calls follow the shape of the dose curve; as a rule, active = well fitted curve in the direction sought with a large enough effect; inconclusive = small, poorly fitted or top-dose-only effect, or another doubt; inactive = no such curve, though single readings can be large; an effect the other way counts as inactive or inconclusive.

SMILES | LmPK inh | Pf growth 48h | Cycloheximide cs | Pf growth 96h | HCV inhibitor | TbPYK inhibitor | Shiga inhibitor
CSC(=S)N/N=C/c1ccc(N(C)C)cc1 | 0.2% | 53.9%[activator] | 42.5* | ? | -5.2% | -12.8% | 68.2*
CCOC(=O)c1ccccc1NC(=O)COC(=O)c1c(CC)noc1C | nt | -22.9% | nt | ? | ? | 1.4% | nt
CC1CCN(CC(C)OC(=O)c2ccco2)CC1 (configuration not stated) | 2.8% | 20.8% | -3.2 | ? | 3.2% | -6.7% | 35.1
COC(=O)c1cnc(N2CCCN(S(=O)(=O)c3ccc(C(F)(F)F)cc3)CC2)nc1C(F)(F)F | 8.7% | -21.5% | -1.3 | 15.8% | 15.0% | -1.6% | 9.6
CCN(CCNC(=O)C1CCN(Cc2nc(-c3ccc(Cl)cc3)oc2C)CC1)c1ccccc1 | 2.7% | ? | 1.5 | 46.3%[activator] | -42.9% | 3.8% | -4.9
CCCCS(=O)(=O)/C=C\C1C2C=CC(C2)C1S(=O)(=O)CCCC (configuration not stated) | 4.4% | 7.1% | -2.1 | ? | 15.5% | -1.1% | 11.2
Cc1nc2ccccc2c(=O)n1/N=C/c1c(O)ccc2oc3c(c12)CCCC3 | 4.2% | ? | 1.8 | 3.8% | ? | 6.1% | 30.1
Cc1nc(-c2ccc(S(=O)(=O)Nc3ccc(Br)cc3F)cc2)co1 | 3.3% | 11.2% | -1.8 | -1.8% | 5.2% | -0.3% | -12.2
Clc1ccc(-c2n[nH]c3c2Cc2ccccc2-3)cc1Cl | 0.7% | ? | 1.3 | ? | nt | nt | 16.6
C=CCN(c1ccccc1)S(=O)(=O)c1cc(C(=O)NC2=NCCS2)ccc1Cl | 4.8% | ? | 1.4 | ? | 16.1% | -2.2% | -7.1

Continuation:
SMILES | LmPK inh | Pf growth 48h | Cycloheximide cs | Pf growth 96h | HCV inhibitor | TbPYK inhibitor | Shiga inhibitor
COc1ccc(N(C(C)C(=O)NC2CCCCCC2)S(C)(=O)=O)cc1 (configuration not stated) | -1.0% | ? | -1.5 | -14.6% | -5.6% | 0.1% | -11.0
CCC(C(=O)OCC(=O)Nc1cc(Cl)cc(Cl)c1)c1ccccc1 (configuration not stated) | 0.8% | 14.4% | -0.2 | 51.1%[activator] | -4.6% | 9.9% | 2.3
CCOc1ccc(C(=O)NCc2ccccc2)cc1Br | -2.3% | 5.0% | 5.6 | 2.3% | -8.5% | 4.8% | -12.5
O=C(O)c1cccc(Cn2c(Cl)c(/C=N/NC(=O)c3cc4ccccc4cc3O)sc2=O)c1 | 4.4% | ? | 5.1 | ? | -5.6% | 0.4% | 3.7
CC1=NN(c2ccccc2)C(=O)C1/C=C1\NC(=S)NC1=O (configuration not stated) | -7.2% | 32.2%[activator] | -3.2 | -46.6% | 2.8% | -1.7% | 20.4
Cn1nc(-c2ccc(C(=O)NC3CCCCC3)cc2)c2ccccc2c1=O | -0.5% | 5.22µM* | -2.8 | 1.7% | -5.5% | 3.2% | -8.7
O=S(=O)(O)c1ccc2c(N=Nc3ccc(S(=O)(=O)O)c4ccccc34)c(O)c(S(=O)(=O)O)cc2c1 | nt | 3.3% | nt | 23.2% | nt | -16.2% | nt
CCOC(=O)COc1ccc(S(=O)(=O)N2CCN(c3ccc(F)cc3)CC2)cc1 | 1.4% | nt | -3.1 | ? | 7.3% | -7.5% | 1.1
O=C(Nc1ccccc1F)c1cc(S(=O)(=O)N2CCOCC2)cs1 | 7.3% | ? | -3.5 | 58.3%[activator] | nt | -3.0% | -13.1
COC(=O)CN(c1ccc(OCc2ccccc2)cc1)S(C)(=O)=O | 1.8% | -18.0%[5.75 µM] | -3.3 | 46.5%[1.15 µM] | ? | 4.4% | 34.3

(list continues)
SMILES | LmPK inh | Pf growth 48h | Cycloheximide cs | Pf growth 96h | HCV inhibitor | TbPYK inhibitor | Shiga inhibitor
O=C(C1CC(c2ccc(F)cc2)=NO1)N1CCCCC1 (configuration not stated) | -6.8% | 135.2%[activator] | 25.9* | ? | -1.6% | 4.4% | 60.6*
O=C(Nc1ccc(SC(F)F)cc1)C1=CC=CN2CCS(=O)(=O)N=C12 | nt | 15.9% | nt | 13.1% | -3.5% | -4.1% | nt
CC[C@H](C)[C@H](NC(=O)OCc1ccccc1)C(=O)Nc1ccc(NC(C)=O)cc1 | -8.6% | 16.5% | -4.9 | -8.9% | 16.6% | -3.3% | -7.3
O=S(=O)(Nc1cccc(-n2cnnn2)c1)c1ccccc1 | 0.1% | -9.9% | -2.5 | -6.4% | 7.2% | 8.2% | -3.4
CC(=O)Nc1ccc(S(=O)(=O)NC(C(=O)O)C2=CCC=CC2)cc1 (configuration not stated) | 3.1% | 28.1% | 7.5 | 3.7µM* | 18.6% | 3.0% | 11.5
CCCn1c(N)c(C(=O)CSc2nncs2)c(=O)[nH]c1=O | nt | ? | nt | ? | 10.1% | 4.5% | nt
OC1(c2ccc(Cl)c(Cl)c2)C[n+]2ccccc2N1Cc1ccccc1 (configuration not stated) | 5.6% | 3.7µM* | -0.8 | ? | -11.4% | 2.9% | -15.9
COc1ccc(O)c(C(=O)CC(=O)c2ccccc2C)c1 | 5.2% | ? | 58.3* | 232.2%[activator] | ? | 3.1% | 76.3*
CCc1ccc(-c2cn(-c3nc(C)cc(C)n3)c(=N)o2)cc1 | -1.1% | ? | 22.9* | 10.4µM* | 22.4µM* | -0.1% | 46.1
COc1ccc(C(=O)NCc2ccncc2)cc1OC | -1.0% | 5.2% | -0.5 | 10.2% | 7.3% | -1.9% | 12.4

The list continues.
SMILES | LmPK inh | Pf growth 48h | Cycloheximide cs | Pf growth 96h | HCV inhibitor | TbPYK inhibitor | Shiga inhibitor
Cc1ccc(CNS(=O)(=O)c2ccc(CN3C(=O)c4cccnc4C3=O)s2)o1 | -0.6% | 10.1% | 0.7 | 3.7% | -3.7% | 3.0% | -7.7
CCOc1cccc(-c2cc(C(=O)Nc3ccon3)c3ccccc3n2)c1 | 0.5% | 2.08µM* | -2.9 | -18.1% | ? | -4.7% | -4.2
CN(C)Cc1cc2ccccc2c2c1COC2 | -5.5% | 18.6% | 0.9 | 19.6% | -0.8% | 5.1% | 24.3
O=c1[nH]c(C2CCCN(S(=O)(=O)c3ccccc3)C2)nc2c1nnn2Cc1ccccc1 (configuration not stated) | 5.9% | 10.4µM* | -0.6 | -39.9% | 3.9% | 0.1% | -6.6
O=C(NCC1CCCN(C(=O)c2cccc(C(F)(F)F)c2)C1)c1ccc(F)cc1 (configuration not stated) | -3.1% | 7.0% | 16.2* | ? | -25.7% | 1.5% | 11.1
CN(Cc1ccccc1)S(=O)(=O)c1ccc(NS(C)(=O)=O)cc1 | 1.7% | -2.4% | -0.7 | nt | 0.4% | -0.7% | -1.9
Fc1ccc(-c2cc(-c3nnc4n3CCCCC4)c3ccccc3n2)cc1 | -2.1% | ? | -1.9 | ? | ? | 0.9% | -11.1
O=c1c2ccccc2ncn1-c1ccc(Cl)cc1[N+](=O)[O-] | 2.0% | -5.0% | -1.0 | ? | 1.0% | -3.4% | 22.0
Cc1csc(NC(=O)Cc2coc3cc(C)c(C(C)C)cc23)n1 | 3.8% | nt | -2.1 | 5.3% | 10µM* | ? | -10.9
Cn1ncc(C#N)c1/N=C/N1CCCCCC1 | 0.1% | -3.3% | 1.1 | ? | 3.6% | -9.6% | -23.0

Gathered by group: the entries above with a furan ring, fused or not.
SMILES | LmPK inh | Pf growth 48h | Cycloheximide cs | Pf growth 96h | HCV inhibitor | TbPYK inhibitor | Shiga inhibitor
CC1CCN(CC(C)OC(=O)c2ccco2)CC1 (configuration not stated) | 2.8% | 20.8% | -3.2 | ? | 3.2% | -6.7% | 35.1
Cc1nc2ccccc2c(=O)n1/N=C/c1c(O)ccc2oc3c(c12)CCCC3 | 4.2% | ? | 1.8 | 3.8% | ? | 6.1% | 30.1
Cc1ccc(CNS(=O)(=O)c2ccc(CN3C(=O)c4cccnc4C3=O)s2)o1 | -0.6% | 10.1% | 0.7 | 3.7% | -3.7% | 3.0% | -7.7
Cc1csc(NC(=O)Cc2coc3cc(C)c(C(C)C)cc23)n1 | 3.8% | nt | -2.1 | 5.3% | 10µM* | ? | -10.9

(listing goes on)
SMILES | LmPK inh | Pf growth 48h | Cycloheximide cs | Pf growth 96h | HCV inhibitor | TbPYK inhibitor | Shiga inhibitor
Cc1nn(-c2ccccc2)c(Cl)c1/C=N/Nc1ccc(Cl)c(C(=O)O)c1 | 2.1% | 245.0%[activator] | 87.4* | 396.8%[activator] | 8.4% | 0.8% | 98.3*
N=C1/C(=C\c2ccc(SCc3ccco3)o2)C(=O)N=C2SC=NN12 | 12.3% | -19.9% | -1.9 | -22.9% | 10.1% | -3.5% | 10.7
Cc1c(Cl)cccc1NC(=S)NCc1ccc(F)cc1 | 8.6% | ? | -2.3 | 0.0% | 2.5% | 4.9% | 51.9
CC1(C(=O)OCC(=O)Nc2ccc3ccccc3c2)CC1(Cl)Cl (configuration not stated) | 2.4% | 20.4% | 36.8* | 42.2%[activator] | ? | 3.4% | 64.1*
COc1ccc(NC(=O)CSc2nc3ccccc3c(=O)n2-c2ccc3c(c2)OCO3)c(OC)c1 | 2.7% | 0.7% | 11.8 | ? | ? | 4.7% | -21.7
O=C(O)CNC(=S)N(Cc1ccccc1)Cc1ccccc1F | 0.9% | 15.8% | -2.0 | 11.3% | 2.7% | -0.9% | -7.2
CC1(C)NC(=O)N(CCOc2cccc(Oc3ccccc3)c2)C1=O | -0.3% | -11.5% | 13.0 | ? | -15.8% | -10.4% | 33.0
COC(=O)c1cc(S(=O)(=O)NCCc2ccccc2)c[nH]1 | -5.4% | -3.1% | 1.2 | 28.2% | -14.0% | 2.2% | -0.6
Cc1nc(NCCC(C)C)c2nnn(Cc3ccccc3)c2n1 | 2.2% | 0.2% | 0.8 | 47.0%[activator] | -4.2% | -1.2% | 32.6
O=C(Nc1cccc(F)c1)C1CCCN(S(=O)(=O)c2ccc(-n3cnnn3)cc2)C1 (configuration not stated) | -2.0% | -23.6% | -3.5 | 29.1% | ? | -10.7% | -10.7

Continuation.
SMILES | LmPK inh | Pf growth 48h | Cycloheximide cs | Pf growth 96h | HCV inhibitor | TbPYK inhibitor | Shiga inhibitor
O=S(=O)(c1ccccc1)N1CCN(Cc2ccccc2)CC1 | 0.7% | 16.1% | -1.1 | ? | 12.4% | -3.1% | nt
Cc1ccc(-c2cn3cc([N+](=O)[O-])ccc3n2)cc1 | -11.4% | -88.1% | 92.8* | -102.3% | ? | -4.1% | 189.6*
Cc1onc(-c2c(F)cccc2Cl)c1C(=O)Nc1c(C)n(C)n(-c2ccccc2)c1=O | -3.7% | ? | 11.9 | -11.7% | 8.3% | -7.4% | -6.7
CCCC(=O)Nc1cccc(NC(=O)c2cccc([N+](=O)[O-])c2C)c1 | -2.8% | -7.7% | -1.9 | 18.5% | 7.94µM* | -6.1% | 10.1
COc1ccc(CCN(Cc2cc3cc(C)ccc3[nH]c2=O)C(C)=O)cc1OC | 1.3% | -19.5% | -2.4 | -0.3% | -2.7% | 3.2% | -15.4

Screening results deposited in PubChem by National Center for Advancing Translational Sciences (NCATS).

Hits appear at their usual frequency (roughly 24% active in at least one column).
